# Compound activity as filed in PubChem.
# MT1-MMP act inh – inhibitors of human MT1-MMP activation. HT1080 RFP-PRO-GFP cells, GFP/RFP ratio fluorescence, overnight; percent of plate control window, DMSO zero. 360,000 compounds, 0.061% hits. P50281. GFP/RFP ratio change, % at 20 µM;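 active = GFP/RFP ratio change of at least 30% with cell ATP level not reduced by more than half and red fluorescence within 50% of control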; note: strong numbers were not always called active
#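 Assay system: RFP-PRO-GFP reporter HT1080 cells; read-out basis: GFP/RFP fluorescence ratio; benchmarks: DMSO wells and RFP-L50D-GFP cells; doses: 20 µM single dose, 1% DMSO; schedule: overnight cell settling, then overnight compound exposure, 37 °C, 5% CO2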
# SKN-1 block – blocks SKN-1 activity in C. elegans | C. elegans VP596 Pgst-4::GFP/RFP ratio, acrylamide-induced, 24 h | inhibition, % at 21.8 µM | 360,000 compounds, 0.49% hits | AID 624304;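 active = interference check ratio from 0.5 to 1.5 plus GFP to RFP signal ratio inhibition reaching or exceeding a fixed threshold, cut at about 30% in these data, passing the limit was not always enough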; note: some compounds called inactive have numbers as strong as hits
# FAS-TE inh – blocks the thioesterase domain of human fatty acid synthase | P49327 | recombinant FAS-TE, OMFH fluorogenic substrate, fluorescence endpoint | inhibition, % at 15 µM | 360,000 compounds, 0.67% hits | AID 602261;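 active = compounds whose normalised, plate-corrected inhibition of enzyme fluorescence in the single-dose primary screen is 50% or more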;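 note: 0% = DMSO with enzyme and 100% = substrate without enzyme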
# MsrA inh – inhibitors of bovine MsrA. purified bovine MsrA, absorbance read-out. inhibition, % at 15.5 µM. 360,000 compounds, 0.75% hits. AID 651718; in the data active = inhibition above about 4.5%;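 note: 0% = vehicle wells with enzyme and 100% = reference inhibitor wells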
# CendR NRP1 mod – modulators of CendR peptide binding to human neuropilin-1. 360,000 compounds, 0.85% hits. AID 602438. inhibition, % at 25 µM. FAM-RPARPAR peptide binding to NRP-1, fluorescence polarization;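 active = inhibition or corrected inhibition above about 18%, plus a signal ratio from 0.5 to 1.5, limit read from the data, passing the limit was not always enough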; note: strong numbers were not always called active
# Neddyl block – cullin neddylation inhibition | P61081+Q13564 | TR-FRET cullin neddylation, biochemical | calls only at 25 µM | 360,000 compounds, 0.58% hits | AID 651699; in the data active = inhibition above about 36%
# MsrA act – bovine methionine sulfoxide reductase A activation; purified bovine MsrA, absorbance read-out; activation, % at 10.6 µM; 360,000 compounds, 0.3% hits; in the data active = activation above about 7.5%;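 note: 0% = vehicle and 100% = reference activator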
# E coli Lon inh – inhibits E. coli Lon protease | P0A9M0 | purified E. coli Lon protease, fluorescence polarization | inhibition, % at 7.94 µM | 360,000 compounds, 0.42% hits | AID 602123; in the data active = inhibition above about 13%, passing the limit was not always enough;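 note: 0% = enzyme with probe and DMSO and 100% = no enzyme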
# Target sequence (P0A9M0 whole entry, looked up): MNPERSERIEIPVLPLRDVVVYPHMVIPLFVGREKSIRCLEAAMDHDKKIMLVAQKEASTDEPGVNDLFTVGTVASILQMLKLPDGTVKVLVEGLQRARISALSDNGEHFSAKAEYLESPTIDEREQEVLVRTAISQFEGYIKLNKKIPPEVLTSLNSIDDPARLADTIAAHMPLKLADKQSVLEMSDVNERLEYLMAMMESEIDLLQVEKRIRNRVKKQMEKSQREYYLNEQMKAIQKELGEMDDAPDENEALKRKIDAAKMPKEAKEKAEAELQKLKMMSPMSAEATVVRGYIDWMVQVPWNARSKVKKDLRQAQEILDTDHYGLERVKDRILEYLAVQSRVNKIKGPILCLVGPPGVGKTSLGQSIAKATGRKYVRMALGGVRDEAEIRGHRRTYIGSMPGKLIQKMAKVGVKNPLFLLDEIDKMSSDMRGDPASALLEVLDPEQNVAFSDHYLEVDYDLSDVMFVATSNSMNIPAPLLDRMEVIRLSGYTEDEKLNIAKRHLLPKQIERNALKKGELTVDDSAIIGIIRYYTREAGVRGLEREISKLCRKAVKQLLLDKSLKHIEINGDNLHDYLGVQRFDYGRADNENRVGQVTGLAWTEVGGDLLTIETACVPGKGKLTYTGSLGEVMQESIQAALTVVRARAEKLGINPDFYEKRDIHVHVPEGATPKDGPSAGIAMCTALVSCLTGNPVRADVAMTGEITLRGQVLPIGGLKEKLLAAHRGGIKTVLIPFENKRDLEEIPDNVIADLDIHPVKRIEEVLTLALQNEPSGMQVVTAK
# Rin1-Abl PPI inh – inhibitors of human Rin1-Abl protein interaction. P00519+Q13671. AID 588664. 360,000 compounds, 0.4% hits. TR-FRET Rin1/Abl binding, biochemical. inhibition, % at 7.35 µM; in the data active = inhibition above about 5%, passing the limit was not always enough
# Numbers without * were called inactive; i = inactive; x = no result given; + = active, no number.
item	SMILES	MT1-MMP act inh	SKN-1 block	FAS-TE inh	MsrA inh	CendR NRP1 mod	Neddyl block	MsrA act	E coli Lon inh	Rin1-Abl PPI inh
1	CSCC[C@H](NC(=O)OCc1ccccc1)C(=O)O	-4.4	-11.1	-4.5	0.1	-18.8	i	-1.1	2.8	-3.4
2	OC(c1ccc(F)cc1)c1ncc(-c2cccc3ccccc23)[nH]1 (stereo not drawn)	1.5	-6.8	2.5	1.2	-7.0	+	-2.9	-3.4	-1.0
3	CCOC(=O)c1cc(NC(=O)c2cccnc2)ccc1N1CCOCC1	0.2	-5.6	-4.3	2.2	8.8	i	-3.7	-0.3	-4.2
4	Cc1cc(C)nc(NS(=O)(=O)c2ccc(NC(=O)c3cc(-c4ccccc4)nc4ccccc34)cc2)n1	7.7	17.0	10.0	-0.3	7.9	i	0.5	1.9	-0.2
5	O=C(NNC1=NC2(CCCC2)Cc2ccccc21)c1ccncc1	-2.9	6.2	-0.9	4.7*	-2.8	i	-5.0	0.1	-1.3
6	Cc1ccc(CNC(=O)C2CC(c3cccc([N+](=O)[O-])c3)=NO2)cc1 (stereo not drawn)	0.4	-4.1	46.0	0.4	1.0	i	0.1	-2.1	-0.1
7	COc1ccc(CN(C)Cc2nc3cc(OC)c(OC)cc3c(=O)[nH]2)c(OC)c1	-3.5	-6.8	-6.1	1.1	-9.3	i	-6.5	-6.0	3.6
8	O=C(NCc1cn(-c2ccccc2)nc1-c1ccccc1)c1cc([N+](=O)[O-])cc([N+](=O)[O-])c1	7.3	11.4	25.9	-0.2	7.8	i	0.4	0.5	-3.0
9	Cc1ccc(C(=O)COC(=O)CNC(=O)c2ccco2)cc1	-1.9	-31.6	-9.5	-0.5	2.3	i	-0.8	5.6	-2.1
10	CCCN=C1N(CC)C[C@@H]2[C@@H]3C(=O)N(C)C(=O)[C@@H]3[C@](C)(C(=O)OC)N12	4.9	15.1	-104.1	-0.4	0.5	i	1.7	7.8	-1.1
11	Cn1c(SCC(=O)Nc2ccccc2)nnc1-c1ccc2nonc2c1	2.8	-4.4	32.5	-1.6	-3.0	i	-3.6	-3.3	2.3
12	CC(=O)c1ccc(N2C(=O)C3C4C=CC(CC4)C3C2=O)cc1 (stereo not drawn)	1.9	5.9	-4.9	-1.7	9.2	i	-5.0	0.0	4.6

# Given screen by screen: entries from further up
2: OC(c1ccc(F)cc1)c1ncc(-c2cccc3ccccc23)[nH]1 (stereo not drawn)
3: CCOC(=O)c1cc(NC(=O)c2cccnc2)ccc1N1CCOCC1

assay / entry | 2 | 3
MT1-MMP act inh | 1.5 | 0.2
SKN-1 block | -6.8 | -5.6
FAS-TE inh | 2.5 | -4.3
MsrA inh | 1.2 | 2.2
CendR NRP1 mod | -7.0 | 8.8
Neddyl block | + | i
MsrA act | -2.9 | -3.7
E coli Lon inh | -3.4 | -0.3
Rin1-Abl PPI inh | -1.0 | -4.2

# Continued:
item	SMILES	MT1-MMP act inh	SKN-1 block	FAS-TE inh	MsrA inh	CendR NRP1 mod	Neddyl block	MsrA act	E coli Lon inh	Rin1-Abl PPI inh
13	CN(Cc1ccccc1)S(=O)(=O)c1ccc(Cl)nc1	-1.0	-5.3	-5.6	0.0	5.5	i	0.5	-3.6	-0.3
14	CCOc1ccc(CNC(=O)c2ccc(Sc3ccc(Cl)cc3)c(NC(C)=O)c2)cc1OC	0.2	-3.3	-1.0	-0.8	-6.7	i	-1.0	-5.1	0.0
15	COc1cc(N)c(Cl)cc1C(=O)OCC(=O)N(C)C1CCCCC1	0.0	13.0	0.5	-0.5	6.8	i	-2.3	-4.3	3.1
16	CC(C)CNC(=O)C1(C)CCCN1Cc1ccc(S(C)(=O)=O)cc1 (stereo not drawn)	4.7	3.7	-7.2	0.4	-1.1	i	-2.2	-5.5	-2.4
17	COc1cc(O)c(CCC(=O)c2ccc(OC)c(OC)c2)c(OC)c1	0.2	2.9	5.4	0.1	9.0	i	0.5	-9.7	0.3
18	CCOC(=O)C1(C)CCCCCN1C(=O)c1ccco1 (stereo not drawn)	-1.5	1.5	-6.5	-0.3	14.0	i	-2.5	-5.5	-2.7
19	FC(F)C(F)(F)c1cc(-c2ccccc2)n[nH]1	1.0	-5.8	2.2	-0.3	5.2	i	-0.6	-0.9	0.8
20	COCCc1nc2ccc(C(=O)N3CCCCC3COC)cc2o1 (stereo not drawn)	4.6	6.2	-10.9	-1.1	23.5	i	-3.9	-6.3	1.2
21	COCCCC1CCN(C(=O)c2cc(COc3ccc(C)nc3)on2)CC1	-3.6	4.9	-5.2	-0.7	6.5	i	-1.6	-8.3	-0.9
22	C=C(C)COc1ccc(-c2nc(N)nc(C)c2Oc2ccccc2OC)c(O)c1	1.2	24.9	20.5	-0.4	-11.9	i	3.5	-2.2	-0.5
23	CCOC(=O)c1cc(=O)[nH]c2ccccc12	-6.3	0.3	-4.0	1.1	-15.0	i	-3.9	-0.4	-0.6
24	CC(=O)c1cn(Cc2ccccc2)c(=O)n(Cc2ccc(F)cc2)c1=O	8.0	3.4	-1.6	1.4	-0.3	i	-3.4	0.1	3.0
25	CC(=O)Oc1ccc(-n2c(=O)c3ccccc3c3ccccc3c2=O)cc1	-3.9	4.4	5.0	0.8	6.2	i	-11.6	-3.4	3.3
26	Cc1cc(-n2c(C)cc(C(=O)CSc3ccc4c(c3)OCCO4)c2C)no1	0.0	3.2	21.0	0.7	0.6	i	24.0*	-5.2	4.0
27	CCNc1nc(NCC)nc(N/N=C/c2ccc(O)c(O)c2)n1	3.6	-7.9	-5.2	1.7	12.1	i	-4.5	1.2	2.3
28	Cc1cnc(C(=O)OCC(=O)NC(C)CCc2ccccc2)cn1 (stereo not drawn)	-0.7	-12.8	8.9	-1.0	-10.2	i	-3.3	-23.9	1.5
29	O=C(CCC(NC(=O)OCc1ccccc1)C(=O)O)OCc1ccccc1 (stereo not drawn)	-0.2	5.9	-3.3	-0.8	4.7	i	-2.1	-6.2	2.0
30	CC1(C)CC(NS(=O)(=O)c2ccc(Cl)cc2)CC(C)(C)N1	-3.1	-0.8	-8.1	-0.1	1.3	i	4.8	7.4	1.3
31	Cc1cccc(C)c1NC(=O)Cn1nc(-c2ccccc2)nc1-c1ccccc1	-1.5	1.4	-4.0	-0.7	-10.9	i	-5.0	2.2	1.9
32	COCCNc1nc(-c2ccccc2CO)c2sc(-c3ccccc3)cc2n1	-1.7	15.6	0.9	x	3.4	i	-3.1	-3.4	-4.9
33	Cc1ccc(NC(=O)CN(C)S(=O)(=O)c2ccc3c(c2)n(C)c(=O)c(=O)n3C)cc1	0.0	-3.5	8.0	0.3	0.5	i	-5.2	-0.8	-3.4
34	O=C(c1cc(-c2ccccn2)nc2ccc(Br)cc12)N1CCN(S(=O)(=O)c2ccccc2)CC1	-4.0	8.4	19.7	1.4	0.8	i	-1.6	-5.3	0.9
35	COC(=O)c1ccccc1NC(=O)c1ccc(NS(C)(=O)=O)cc1	0.7	-29.1	-4.4	1.7	-3.4	i	0.2	-7.8	6.2
36	COc1ccccc1N1CCN(C(=O)CCNC(=O)Cn2ccc3ccccc3c2=O)CC1	0.1	1.0	-2.3	0.5	-0.7	i	-3.9	10.4	-0.3
37	O=C(NC(=S)N1CCN(C/C=C/c2ccccc2)CC1)c1ccc(F)cc1	6.4	11.9	4.2	-1.3	6.0	i	-0.8	-7.8	0.9
38	CC(C)(C)c1ccc(OCC(=O)N(c2ccccn2)C2CCCCC2)cc1	-6.7	-10.4	32.9	1.3	15.8	i	-5.5	9.4	-5.3
39	COC(=O)c1cc(NC(=O)N2c3ccccc3Sc3ccccc32)cc(C(=O)OC)c1	2.7	11.2	72.1*	0.3	-4.8	i	-1.0	-2.0	0.5
40	Cc1cc(C)c(S(=O)(=O)Nc2ncccc2C)c(C)c1	-4.8	13.9	-4.9	-0.7	-3.8	i	-3.3	0.2	0.9
41	Cc1ccc(S(=O)(=O)N2CCN(C(=O)N3CCCCC3)CC2)c(C)c1	1.3	17.5	-8.2	-1.0	7.9	i	-2.2	-0.9	-3.3
42	CCOC(=O)c1c(NC(=O)CSc2nnc3ccccn23)sc2c1CCC2	-3.0	0.8	-0.2	1.4	-5.7	i	-3.8	-5.5	1.6
43	Cc1sc(-c2ccncc2)nc1OC(=O)c1cc(Cl)cc(Cl)c1	-4.5	10.4	17.4	-0.2	14.3	i	0.5	-5.1	2.6
44	COc1ccc(OCCSc2nc(C)c(Cc3ccccc3)c(=O)[nH]2)cc1	2.5	8.1	-0.1	0.9	-1.1	i	-2.3	-5.6	-2.5
45	COc1ccc(CC(N)c2csc(Nc3ccc(C(C)=O)cc3)n2)cc1 (stereo not drawn)	-13.3	9.9	-2.1	2.5	-11.2	x	-2.2	-4.6	-1.6
46	CCc1ccc(OC(C)C(=O)Nc2ccc(S(=O)(=O)Nc3cc(C)on3)cc2)cc1 (stereo not drawn)	-1.0	3.6	-7.1	-0.6	-0.1	i	-2.5	-4.0	0.6
47	Cc1oc(S(=O)(=O)N2CCOCC2)cc1C(=O)Nc1ccc(Cl)cc1	7.3	3.9	-0.8	1.0	-5.4	i	-1.4	-8.1	-3.8
48	CN(C(=O)c1cc2ccccc2cc1O)C1CCCCC1	-1.1	-1.4	5.9	0.0	-1.3	i	-4.5	-2.3	-2.0
49	Cc1ccc(SCC(=O)NCCc2ccc(F)cc2)cc1	-0.1	-9.3	3.4	-0.3	-2.5	i	-1.6	1.8	0.9
50	O=C(NCCCN1CCOCC1)c1ccc(NC(=O)C2COc3ccccc3O2)cc1 (stereo not drawn)	3.4	8.0	-7.6	-0.1	2.5	i	-2.3	5.0	1.1
51	COC(=O)c1cc(NC(=O)c2ccccc2)c(=O)oc1C	-1.1	4.6	-3.0	1.4	-2.4	i	-4.6	-6.1	1.5
52	Cc1cc(C)nc(SCc2nnc(SCC(=O)Nc3c(C)cccc3C)o2)n1	-1.7	4.7	-6.6	0.1	11.0	i	-0.2	-1.8	-0.2
53	COc1ccnc(Oc2ccc(F)cc2)c1C(=O)N/C=N/OCc1ccc(Cl)cc1Cl	3.3	5.3	35.4	-0.2	-4.1	i	-0.9	-9.7	-1.5
54	NC(=O)C1CCN(C(=O)CN(c2cccc(C(F)(F)F)c2)S(=O)(=O)c2ccccc2)CC1	-1.7	-2.5	-9.6	0.5	-1.6	i	-6.7	-0.2	1.2
55	OCC1(CCc2ccccc2)CCCN(CCCc2ccccc2)C1 (stereo not drawn)	-3.8	-10.2	0.7	-0.7	-8.9	i	-4.8	3.6	-1.8
56	CN(C)c1ccc(C=C(c2nnnn2-c2ccccc2)c2nnnn2-c2ccccc2)cc1	-130.1	6.1	22.9	-0.7	-55.5	i	-1.8	-6.5	0.8
57	CSc1ccc(/C=C/C(=O)NC23CC4CC(CC(C4)C2)C3)cc1	-3.3	-0.5	1.6	3.3	10.8	i	-6.2	-3.2	-0.5
58	CCCCCCn1c(N2CCN(c3cccc(Cl)c3)CC2)nc2c1c(=O)[nH]c(=O)n2C	4.1	37.8*	32.2	-0.3	-2.7	i	0.9	4.2	-0.2
59	CC1CCC2(CC1)NC(=O)N(CC(=O)Nc1cccnc1Cl)C2=O (stereo not drawn)	-5.9	2.2	-8.5	-0.5	17.9	i	-3.6	-8.8	1.3
60	COc1ccc(C23CC4CC(CC(C(=O)O)(C4)C2)C3)c(F)c1	1.5	-1.0	-6.5	0.2	-4.8	i	-4.1	-5.5	-0.3
61	COCCCNS(=O)(=O)c1ccc(SC)cc1	0.7	2.2	-11.5	0.8	-3.0	i	-4.6	12.7	-0.8
62	COC(=O)c1ccc2c(c1)N(Cc1nc(-c3ccc(Cl)cc3)oc1C)C(=O)C1CCCN21 (stereo not drawn)	10.7	5.2	13.1	-0.1	-30.8	i	-3.5	1.5	-1.1
63	CCOC(=O)/N=C(/NC(=O)Nc1ccc(C(=O)OCC)cc1)OC	-0.1	21.9	-3.1	0.5	5.3	i	-3.0	8.7	-1.6
64	CSc1nc(Oc2ccc(C)cc2)cc(C(F)(F)F)n1	2.2	13.4	9.5	-1.0	20.5	i	-0.9	-7.1	1.3
